Bioassay records: PubChem, Center for Chemical Genomics, University of Michigan
Dicer processing = human Dicer pre-microRNA cleavage inhibition. cat-ELCCA pre-miR-21 Dicer processing, chemiluminescence; active compounds read high. z-score at 25 µM. 47,000 tested, 6% active. AID 1347074; in the data active = z-score above about 3, passing the limit was not always enough;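 also: plate controls were vehicle for no effect and no enzyme for full effect; higher signal means more uncleaved substrate so more Dicer inhibition; strong numbers were not always called active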
Target sequence (Q9UPY3 whole entry, looked up): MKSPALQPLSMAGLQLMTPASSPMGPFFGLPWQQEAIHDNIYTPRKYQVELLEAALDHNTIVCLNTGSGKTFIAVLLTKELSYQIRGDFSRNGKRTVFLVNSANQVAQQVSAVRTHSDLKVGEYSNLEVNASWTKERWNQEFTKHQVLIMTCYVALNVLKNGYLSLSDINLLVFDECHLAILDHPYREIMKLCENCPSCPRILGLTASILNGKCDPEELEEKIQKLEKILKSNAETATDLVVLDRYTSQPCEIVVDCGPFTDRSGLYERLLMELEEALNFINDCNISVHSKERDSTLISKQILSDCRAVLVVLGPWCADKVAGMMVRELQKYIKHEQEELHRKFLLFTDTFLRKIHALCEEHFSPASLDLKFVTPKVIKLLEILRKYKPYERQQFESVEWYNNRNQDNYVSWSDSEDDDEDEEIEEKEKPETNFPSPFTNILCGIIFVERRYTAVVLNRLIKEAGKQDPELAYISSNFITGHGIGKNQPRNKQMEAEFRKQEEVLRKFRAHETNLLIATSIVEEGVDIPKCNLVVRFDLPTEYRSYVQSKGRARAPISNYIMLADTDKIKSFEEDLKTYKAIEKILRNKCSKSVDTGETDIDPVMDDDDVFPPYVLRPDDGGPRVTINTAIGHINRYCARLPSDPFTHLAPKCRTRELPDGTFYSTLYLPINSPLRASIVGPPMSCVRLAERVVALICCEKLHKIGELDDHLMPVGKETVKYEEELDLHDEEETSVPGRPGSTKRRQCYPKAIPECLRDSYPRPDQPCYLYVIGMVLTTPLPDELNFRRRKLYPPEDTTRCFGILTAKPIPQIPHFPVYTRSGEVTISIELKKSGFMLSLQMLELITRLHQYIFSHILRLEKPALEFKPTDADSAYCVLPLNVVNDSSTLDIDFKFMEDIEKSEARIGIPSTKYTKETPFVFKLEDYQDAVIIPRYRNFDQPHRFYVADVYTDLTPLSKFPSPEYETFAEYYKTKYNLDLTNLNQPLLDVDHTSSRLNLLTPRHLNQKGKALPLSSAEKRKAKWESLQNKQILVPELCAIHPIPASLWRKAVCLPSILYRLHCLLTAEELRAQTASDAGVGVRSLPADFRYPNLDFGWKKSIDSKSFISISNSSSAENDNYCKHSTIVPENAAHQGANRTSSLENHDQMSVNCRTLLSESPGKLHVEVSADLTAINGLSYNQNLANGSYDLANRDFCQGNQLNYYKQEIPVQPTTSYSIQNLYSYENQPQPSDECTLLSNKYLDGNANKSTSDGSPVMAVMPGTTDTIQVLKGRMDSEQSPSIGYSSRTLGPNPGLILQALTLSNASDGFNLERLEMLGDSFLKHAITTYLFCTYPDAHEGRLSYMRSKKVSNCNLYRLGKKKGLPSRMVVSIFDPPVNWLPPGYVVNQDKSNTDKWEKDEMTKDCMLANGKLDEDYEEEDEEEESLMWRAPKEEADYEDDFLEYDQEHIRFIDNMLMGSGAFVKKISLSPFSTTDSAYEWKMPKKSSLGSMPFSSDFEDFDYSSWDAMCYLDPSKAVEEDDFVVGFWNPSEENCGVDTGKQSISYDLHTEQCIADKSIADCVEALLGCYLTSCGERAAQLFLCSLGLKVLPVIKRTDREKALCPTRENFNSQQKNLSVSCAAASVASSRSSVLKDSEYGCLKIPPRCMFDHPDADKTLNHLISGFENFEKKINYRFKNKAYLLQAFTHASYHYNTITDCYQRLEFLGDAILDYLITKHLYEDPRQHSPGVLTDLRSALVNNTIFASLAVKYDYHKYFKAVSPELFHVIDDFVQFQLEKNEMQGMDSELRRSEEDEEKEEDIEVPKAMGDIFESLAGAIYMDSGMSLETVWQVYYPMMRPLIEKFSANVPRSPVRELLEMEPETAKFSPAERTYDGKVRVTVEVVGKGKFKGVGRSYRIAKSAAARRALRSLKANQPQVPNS
* marks the source's active call; other numbers are inactive results; & = joins results of further samples. These rows are one share of the data; count on the stated rates, not on these rows.

| mol | Dicer processing |
| --- | --- |
| Cc1cc(/C(N)=N/OC(=O)c2ccc(OC(F)(F)F)cc2)c(-c2ccccc2)o1 | -0.21 |
| NC(=S)N/N=C/c1c(Cl)cccc1Cl | 0.75 |
| Cc1nc(-c2ccc(Cl)cc2)sc1-c1ccnc(SCC(=O)Nc2ccc3c(c2)OCO3)n1 | -0.45 |
| Cc1ccc(-c2nnc(SCc3ccccc3C)o2)cc1 | -1.47 |
| Cc1ccc(S(=O)(=O)NC(=O)Nc2ccc(C#N)cc2)cc1 | 0.53 |
| CCOc1cc(C2c3c(oc4ccc(F)cc4c3=O)C(=O)N2Cc2ccc(C)cc2)ccc1O (stereo not drawn) | 1.74 |
| Cc1cc(S(=O)(=O)NNc2ncnc3cc(C(C)(C)C)sc23)c(C)cc1Cl | -0.25 |
| O=C(O)CSc1ccc(C(F)(F)F)cn1 | -0.62 |
| N#Cc1ccc(C(=O)Cn2cc(C(F)(F)F)ccc2=O)cc1 | 0.31 |
| CC(C)c1ccc(NC(=S)NN)cc1 | 1.02 |
| CCOC1c2ccccc2NC(c2ccccc2)C1(C)C (stereo not drawn) | -0.08 |
| CC(C)(C)c1nnc(-c2cccc(NS(=O)(=O)c3ccc(-c4ccno4)s3)c2)o1 | -0.16 |
| O=S(=O)(NCc1ccncc1)c1cccs1 | -0.27 |
| Cc1ccc(N(CC(O)CN(C)C)S(=O)(=O)c2ccc(C)cc2)cc1 (stereo not drawn) | -0.35 |
| CCN1/C(=C/C2=CC(=O)CC(C)(C)C2)Sc2ccccc21 | -3.33 |
| CCOC(=O)N1CCN(c2nc(-c3ccccc3)c3cc(C)ccc3n2)CC1 | 0.45 |
| O=C(CC1(O)C(=O)N(CN2CCOCC2)c2ccc(Br)cc21)c1ccc(Cl)cc1 (stereo not drawn) | 35.8 |
| Cc1ccc2ncnc(Oc3ncccc3N)c2c1 | 1.17 |
| CC(C)C12CN3CC(C(C)C)(CN(C1)C3c1ccc(Br)cc1)C2=O (stereo not drawn) | -0.23 |
| O=C(O)C1CC(=O)N(Cc2ccc(C(F)(F)F)cc2)C1 (stereo not drawn) | 1.22 |
| O=C(CC1(O)C(=O)Nc2ccc(Br)cc21)c1cccnc1 (stereo not drawn) | -2.11 |
| N#CCC(=O)Nc1ccccc1Oc1cc(Cl)ccc1Cl | 0.92 |
| CC(C)S(=O)(=O)C/C(N)=N/OCc1c(Cl)cccc1Cl | 0.21 |
| COc1ccccc1N1CCN(C(=O)C(C)N2CCCc3cc(C)ccc32)CC1 (stereo not drawn) | -0.46 |
| Cc1ccc(C(=O)Nc2nccc(-c3ccc4c(c3)OCCO4)n2)cc1 | 0.78 |
| CCCOc1ccc2[nH]cc(C(=O)O)c(=O)c2c1 | -0.76 |
| CCOC(=O)C1CCN(C(=S)Nc2ccc(Cl)cc2C)CC1 | 0.11 |
| Cc1ccc(OCC(=O)O)c2c1CCC2 | 0.04 |
| O=C(Nc1cccc([N+](=O)[O-])c1)Nc1ccc(Sc2ccccc2)nc1Sc1ccccc1 | -0.17 |
| O=C(Cn1ccc(C(F)(F)F)n1)c1ccc(Cl)cc1 | 1.54 |

Of the compounds above, these contain a COOH group:
| mol | Dicer processing |
| --- | --- |
| O=C(O)CSc1ccc(C(F)(F)F)cn1 | -0.62 |
| O=C(O)C1CC(=O)N(Cc2ccc(C(F)(F)F)cc2)C1 (stereo not drawn) | 1.22 |
| CCCOc1ccc2[nH]cc(C(=O)O)c(=O)c2c1 | -0.76 |
| Cc1ccc(OCC(=O)O)c2c1CCC2 | 0.04 |

(next part)
| mol | Dicer processing |
| --- | --- |
| COCc1nc2c([nH]1)c(=O)n(C)c(=O)n2CC(C)C | -0.99 |
| Cc1ccc2cc(C)c(NCCO)nc2c1 | -1.36 |
| Cc1onc(-c2c(Cl)cccc2Cl)c1C(=O)NC(=O)c1ccc(-c2ccc(Cl)cc2)s1 | -0.87 |
| CCOC(=O)c1c(C)n(-c2ccccc2)c2ccc(OC)cc12 | 0.05 |
| Cn1nc(C(F)(F)F)c2cc(C(=O)Nc3ccc(F)c(Cl)c3)sc21 | -0.39 |
| O=[N+]([O-])c1cccnc1Sc1ccccc1C1=NCCCN1 | 1.01 |
| CCCCOC(=O)C1=C(C)NC2=C(C(=O)CC(C)(C)C2)C1c1ccc(OC)cc1 (stereo not drawn) | -0.08 |
| CN(C)c1ccc(CNCCC(c2ccccc2)C2CCOC(C)(C)C2)cc1 (stereo not drawn) | -0.19 |
| CC(C)c1ccc(OCCN2CCNCC2)cc1 | -0.04 |
| C(=N\Nc1cc(-c2ccccc2)nc2ncnn12)/c1ccc(OCc2ccccc2)cc1 | 0.4 |
| O=C1CN(C(=O)CN2CCOCC2)c2ccccc2N1 | 0.52 |
| O=C(NCc1ccc(Cl)cc1Cl)c1cccnc1Sc1cccc(Cl)c1 | -1.63 |
| Cn1nc(-c2ccc(N3CCOCC3)c(NS(C)(=O)=O)c2)c2ccccc2c1=O | -0.51 |
| CCOC(=O)c1c(C)nsc1NN=C(C#N)C(=O)C(C)(C)C | 0.5 |
| Nc1ncc(S(=O)(=O)c2ccc(Cl)cc2)c(N)n1 | -0.09 |
| COC(=O)c1scc(S(=O)(=O)C(C)C)c1N/N=C(\C#N)C(=O)c1ccc(Cl)cc1 | -0.7 |
| COC(=O)c1c(OC)ccc([N+](=O)[O-])c1OC | -0.03 |
| Cc1ccc(Sc2ccc(C(=O)c3ccccc3)cc2)cc1 | -0.15 |
| Oc1ccc2ncccc2c1C(Nc1ccccn1)c1cccc(Cl)c1 (stereo not drawn) | 0.33 |
| CC(C)(C)OC(=O)NC(CC(N)=O)C(=O)O (stereo not drawn) | 0.74 |
| CC1(C)CC(=O)C(C2(O)C(=O)N(Cc3ccccc3)c3ccccc32)CO1 (stereo not drawn) | -1.13 |
| CCO/C=C(\C#N)C(=O)Nc1ccc(F)c(Cl)c1 | 0 |
| C#CC(C)(C)NC(=O)c1cccnc1Oc1ccccc1 | -0.46 |
| COc1ccc(Br)cc1C(C[N+](=O)[O-])c1c(N)n(C)c(=O)n(C)c1=O (stereo not drawn) | -3.4 |
| C=CCOc1ccc(C2c3c(oc4ccc(F)cc4c3=O)C(=O)N2c2ccc(C)cn2)cc1OC (stereo not drawn) | -0.24 |
| CC1CCCC1/C(=N/O)c1ccccc1 (stereo not drawn) | 0.17 |
| N/C(=N/O)c1nccnc1Sc1ccc(Cl)cc1 | -1.7 |
| FC(F)(F)c1ccnc(Oc2ccc(/C=N/NC(=S)Nc3cc(Cl)ccc3Cl)cc2)n1 | -0.58 |
| CCCOC(=O)C1=C(C)NC2=C(C(=O)CC(C)(C)C2)C1c1cc(Br)c(O)c(OC)c1 (stereo not drawn) | -0.1 |
| COc1cc(I)c(OC)cc1I | -0.52 |
| CC(=O)NC(COC(C)=O)C(OC(C)=O)c1ccc([N+](=O)[O-])cc1 (stereo not drawn) | -0.44 |
| O=C(OCc1ccccc1)[C@@H](O)c1ccccc1 | 0.31 |
| CC(C)(C)NC(=S)Nc1c(Cl)cc(Cl)cc1Cl | -0.67 |
| O=S(=O)(NCc1cccnc1)c1ccccc1 | 1.15 |
| O=C(NCc1cccs1)NC(=O)c1c(Cl)cccc1Cl | -0.88 |
| O=C(CSc1nnc(SCC(=O)NC2Cc3ccccc3C2)s1)NC1Cc2ccccc2C1 | -1.72 |
| Cc1nn2c(=O)c(NC(=O)c3ccccc3)cnc2s1 | -2.1 |
| Cc1c(C(=O)OCC(C)(C)CN(C)C)oc2ccccc12 | -1.25 |
| CCOC(=O)c1c[nH]c2cc(Cl)cc(Cl)c2c1=O | -1.53&2.51 |
| NC(=S)NN=C1Cc2ccccc2C1 | -1.79 |
| O=S(=O)(c1ccccc1Oc1ccc(Cl)cc1Cl)N1CCOCC1 | 0.28 |
| COc1ccc(-c2nc3n(n2)C(c2cccc(OC)c2OC)C2=C(CCCC2=O)N3)cc1OC (stereo not drawn) | -0.07 |
| COc1cc(C2c3c(oc4ccccc4c3=O)C(=O)N2c2nncs2)ccc1OCC(C)C (stereo not drawn) | -0.19 |
| C=CCOC(=O)c1sc(N2C(=O)c3oc4ccccc4c(=O)c3C2c2ccccc2F)nc1C (stereo not drawn) | 0.36 |
| Cn1nc(OCC(=O)Nc2ccc(Cl)cc2Cl)cc1C(F)(F)F | -1.33 |
| CCOc1ccc(/C=C/c2nc(-c3ccccc3)no2)cc1OCC | 0.73 |
| COc1cc2c(c(OC)c1OC)Cc1cc(OC)c(OC)c(OC)c1C2 | -0.55 |
| CCCSc1sc(C(=O)OC)c2c1C(=O)CC(C)(C)C2 | -0.81 |
| O=C(O)C1CC(=O)n2c(nc3ccccc32)S1 (stereo not drawn) | 0.18 |
| CC(C)(C)NC(=O)Cn1nc(C(F)(F)F)c2c1CCCC2 | 1.3 |
| OCC[n+]1c2ccccc2nc2ccc(N3CCOCC3)cc21 | 16.8 |
| CCOC(=O)/C(C#N)=C/Nc1cc(C)on1 | -1.07 |
| CC1CN(c2ccc(F)cc2)c2nc3c(c(=O)n(CC(=O)O)c(=O)n3C)n2C1 (stereo not drawn) | 0.85 |
| CSc1nc2ccccc2[nH]1 | 28.2 |
| COC(=O)/C(C#N)=C/c1ccc(OC)c(OC)c1Cl | -0.27 |
| O=C1CSC2=NC3=C(CCc4ccccc43)C(c3ccc(F)cc3)N12 (stereo not drawn) | -1.22 |
| O=C1c2cccc3cccc(c23)C(=O)N1CC(=O)N1CCc2ccccc21 | 3.77* |
| CCOC(=O)Cn1cnc2c(cnn2-c2ccccc2)c1=O | -2.19 |
| O=C(CN1C(=O)CSc2ccc(C(F)(F)F)cc21)Nc1ccccc1Cl | -0.69 |
| COc1cccc(/C=C/N2CCCC2)c1[N+](=O)[O-] | -0.21 |

Random excerpt: two records from the list.
| mol | Dicer processing |
| --- | --- |
| O=C(CN1C(=O)CSc2ccc(C(F)(F)F)cc21)Nc1ccccc1Cl | -0.69 |
| O=C1CSC2=NC3=C(CCc4ccccc43)C(c3ccc(F)cc3)N12 (stereo not drawn) | -1.22 |

Carrying on.
| mol | Dicer processing |
| --- | --- |
| Cc1nc([N+](=O)[O-])cn1C(C)C(=O)c1ccc(-c2ccccc2F)cc1 (stereo not drawn) | -0.65 |
| c1ccc(-c2nc(N3CCOCC3)c3ccccc3n2)cc1 | 6.96 |
| O=C(CCc1ccccc1)NNc1ccc(F)cc1 | -0.1 |
| N/C(=N\S(=O)(=O)c1cc(Cl)c(Oc2ccc([N+](=O)[O-])cc2Cl)c(Cl)c1)c1cccnc1 | 1.23 |
| Cc1ccc(S(=O)(=O)N2CCN(Cc3cc(C(C)C)ccc3O)CC2)cc1 | 0.25 |
| CCN1C(=O)N(CC)C2C1NC(=O)N2C (stereo not drawn) | 0.06 |
| CCOCCCNc1c(CC)c(C)c(C#N)c2nc3ccccc3n12 | 0.72 |
| CC1(C)CN=C(N(C(=O)Nc2ccc(Cl)c(Cl)c2)c2ccccc2)S1 | -1.19 |
| Clc1ccccc1/C=N/Nc1ncc(-c2ccc3c(c2)OCCCO3)s1 | 0.89 |
| CC(C)(C)c1cc(/C=C(\C#N)C(N)=S)cc(C(C)(C)C)c1O | -1.18 |
| COc1cc(-c2ccc(Cl)cc2)nc(N)n1 | 0.05 |
| CSc1noc(-c2ccc(Cl)cc2)c1C(=O)NC(=O)Nc1ccccc1Cl | -2.41 |
| O=C(CCc1ccc(O)cc1)NNC(=S)Nc1cccc(C(F)(F)F)c1 | -0.64 |
| O=C(CN1CC(=O)Oc2ccccc21)OCC(=O)c1ccc(Br)cc1 | -1.19 |
| Cc1ccc(S(=O)(=O)/N=S(/c2ccccc2)C(C)C)cc1 (stereo not drawn) | -2.36 |
| O=C(c1ccco1)c1cn(CC(=O)N2CCCc3ccccc32)c2ccccc12 | 0.3 |
| CC1CC(=O)Nc2ccccc2N1C(=O)c1cccc(Cl)c1 (stereo not drawn) | -1.46 |
| O=C(NC1CCN(c2nccc(C(F)(F)F)n2)CC1)c1cccs1 | -0.84 |
| COc1ccc(C2Oc3ccccc3C3CC(c4ccccc4O)=NN32)cc1O (stereo not drawn) | 1.63 |
| COC(=O)C1=C(C)Nc2nc3ccccc3n2C1c1ccc(C)cc1 (stereo not drawn) | -0.17 |
| COCCNC(=O)Cn1cc(C(=O)c2ccco2)c2ccccc21 | 0.44 |
| CCOC(=O)c1nn(-c2ccc(C(C)(C)C)cc2)c(=N)c(C#N)c1C | -2.4 |
| COc1ccc(C(=O)/C=C(\C(=O)c2ccccc2)c2ccccc2)cc1 | 21.7 |
| Cc1ccc(C(=O)Nc2cnc3sccn3c2=O)cc1 | 0.32 |
| FC(F)(F)c1nc(-c2ccccc2)ncc1-c1nnnn1-c1ccccc1 | 3.06* |
| CCOC(=O)Cc1csc(NC(=O)C(C)(C)C)n1 | 14.3 |
| N#CCC(=O)NNC(=S)NC1CCCCCC1 | -1.43 |
| CCOC(=O)C1=C(C)Nc2nnnn2C1c1ccccn1 (stereo not drawn) | 2.26 |
| NC(=O)c1ccc(-n2nnnc2SCc2ccc(F)cc2)cc1 | 2.52 |
| O=C(O)CNC(=O)c1c(F)cccc1F | 0 |
| O=C(Nc1cccc(F)c1)c1cccc([N+](=O)[O-])c1 | 0.3 |
| CC(=O)Nc1cc(Sc2ccc(C)cc2)c(F)cc1[N+](=O)[O-] | -0.55 |
| Cc1c(NC(=O)CSc2ncn[nH]2)c(=O)n(-c2ccccc2)n1C | -0.61 |
| CCCCCCCC(=O)Nc1nnc(Sc2ccnc3cc(Cl)ccc23)s1 | -0.97 |
| O=C(CSc1ssc(=S)c1-c1ccccc1)c1cccc([N+](=O)[O-])c1 | -0.48 |
| COCC1=C(C(=O)OC)C(c2ccco2)n2ncnc2N1 (stereo not drawn) | 0.2 |
| Cc1nn(-c2ccccc2)c(=O)c2noc(C)c12 | -0.3 |
| CC(C)COc1ccc2c(c1)c1c3c([n+](C)ccn32)CCC1 | -0.69 |
| N/C(=N\O)c1cnc(-c2ccncc2)nc1N | -0.31 |
| CCOC(=O)c1nnn(-c2nonc2N)c1-c1ccc(Br)cc1 | 0.4 |
| O=C1CC(c2ccccc2)CC2=C1C(c1ccsc1)Nc1ccccc1N2 (stereo not drawn) | 2.39 |
| O=C1OC(N2CCN(C(c3ccccc3)c3ccccc3)CC2)c2ccccc21 (stereo not drawn) | 1.24 |
| Cc1oc(-c2ccc(Cl)cc2)cc1C(=O)O | 0.39 |
| OC(CC#CCN1CCCCC1)(c1ccccc1)C1CCCC1 (stereo not drawn) | 1.19 |
